Screening results (PubChem BioAssay)
POLH inh: qHTS for Inhibitors of Polymerase Eta. DNA polymerase eta (Homo sapiens), Q9Y253. 390,000 compounds, 1.2% hits. recombinant Pol eta, fluorescent DNA replication assay. Potency, µM (titrated, usually from 114 µM), for the others: at the highest dose activity change, negative = inhibition, most hits filed as inhibitors; further: on the % scale 0 is the no-effect control and ±100 the full control effect
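Pol eta (10 nM) was preincubated with compounds for 15 min at room temperature, after which fluorescent replication substrate (50 nM final) was added to start the reaction. Fluorescence was read kinetically at 0 and 10 min.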
APE1 inh: qHTS Assay for Inhibitors of the Human Apurinic/apyrimidinic Endonuclease 1 (APE1); Potency, µM (doses to about 65.8 µM), inactives show at the top dose activity change, negative = inhibition, actives largely listed as inhibitors; 350,000 compounds, 0.35% hits; recombinant APE1, TAMRA/BHQ-2 abasic DNA cleavage fluorescence;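 further: plate controls were vehicle for no effect and reference inhibitor for full effect; nearly all actives have a fitted effect of over 55% in size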
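Compound pre-exposure to 0.75 nM APE1, 15 min at ambient temperature. Reaction initiated with 50 nM TAMRA/BHQ-2 THF substrate, read immediately in kinetic mode, 525 nm excitation, 598 nm emission.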
BAZ2B block: qHTS Assay for Inhibitors of BAZ2B | Bromodomain adjacent to zinc finger domain protein 2B (Homo sapiens), Q9UIF8 | AlphaScreen BAZ2B-H3K14Ac peptide displacement | Potency, µM (highest dose often 114 µM), for inactives: top-dose activity change, negative = inhibition, most hits filed as inhibitors | 360,000 compounds, 4.4% hits; further: on the % scale 0 is the no-effect control and ±100 the full control effect; nearly all actives have a fitted effect of over 60% in size
Target sequence (Q9UIF8 whole entry, looked up, the tested form may be a part): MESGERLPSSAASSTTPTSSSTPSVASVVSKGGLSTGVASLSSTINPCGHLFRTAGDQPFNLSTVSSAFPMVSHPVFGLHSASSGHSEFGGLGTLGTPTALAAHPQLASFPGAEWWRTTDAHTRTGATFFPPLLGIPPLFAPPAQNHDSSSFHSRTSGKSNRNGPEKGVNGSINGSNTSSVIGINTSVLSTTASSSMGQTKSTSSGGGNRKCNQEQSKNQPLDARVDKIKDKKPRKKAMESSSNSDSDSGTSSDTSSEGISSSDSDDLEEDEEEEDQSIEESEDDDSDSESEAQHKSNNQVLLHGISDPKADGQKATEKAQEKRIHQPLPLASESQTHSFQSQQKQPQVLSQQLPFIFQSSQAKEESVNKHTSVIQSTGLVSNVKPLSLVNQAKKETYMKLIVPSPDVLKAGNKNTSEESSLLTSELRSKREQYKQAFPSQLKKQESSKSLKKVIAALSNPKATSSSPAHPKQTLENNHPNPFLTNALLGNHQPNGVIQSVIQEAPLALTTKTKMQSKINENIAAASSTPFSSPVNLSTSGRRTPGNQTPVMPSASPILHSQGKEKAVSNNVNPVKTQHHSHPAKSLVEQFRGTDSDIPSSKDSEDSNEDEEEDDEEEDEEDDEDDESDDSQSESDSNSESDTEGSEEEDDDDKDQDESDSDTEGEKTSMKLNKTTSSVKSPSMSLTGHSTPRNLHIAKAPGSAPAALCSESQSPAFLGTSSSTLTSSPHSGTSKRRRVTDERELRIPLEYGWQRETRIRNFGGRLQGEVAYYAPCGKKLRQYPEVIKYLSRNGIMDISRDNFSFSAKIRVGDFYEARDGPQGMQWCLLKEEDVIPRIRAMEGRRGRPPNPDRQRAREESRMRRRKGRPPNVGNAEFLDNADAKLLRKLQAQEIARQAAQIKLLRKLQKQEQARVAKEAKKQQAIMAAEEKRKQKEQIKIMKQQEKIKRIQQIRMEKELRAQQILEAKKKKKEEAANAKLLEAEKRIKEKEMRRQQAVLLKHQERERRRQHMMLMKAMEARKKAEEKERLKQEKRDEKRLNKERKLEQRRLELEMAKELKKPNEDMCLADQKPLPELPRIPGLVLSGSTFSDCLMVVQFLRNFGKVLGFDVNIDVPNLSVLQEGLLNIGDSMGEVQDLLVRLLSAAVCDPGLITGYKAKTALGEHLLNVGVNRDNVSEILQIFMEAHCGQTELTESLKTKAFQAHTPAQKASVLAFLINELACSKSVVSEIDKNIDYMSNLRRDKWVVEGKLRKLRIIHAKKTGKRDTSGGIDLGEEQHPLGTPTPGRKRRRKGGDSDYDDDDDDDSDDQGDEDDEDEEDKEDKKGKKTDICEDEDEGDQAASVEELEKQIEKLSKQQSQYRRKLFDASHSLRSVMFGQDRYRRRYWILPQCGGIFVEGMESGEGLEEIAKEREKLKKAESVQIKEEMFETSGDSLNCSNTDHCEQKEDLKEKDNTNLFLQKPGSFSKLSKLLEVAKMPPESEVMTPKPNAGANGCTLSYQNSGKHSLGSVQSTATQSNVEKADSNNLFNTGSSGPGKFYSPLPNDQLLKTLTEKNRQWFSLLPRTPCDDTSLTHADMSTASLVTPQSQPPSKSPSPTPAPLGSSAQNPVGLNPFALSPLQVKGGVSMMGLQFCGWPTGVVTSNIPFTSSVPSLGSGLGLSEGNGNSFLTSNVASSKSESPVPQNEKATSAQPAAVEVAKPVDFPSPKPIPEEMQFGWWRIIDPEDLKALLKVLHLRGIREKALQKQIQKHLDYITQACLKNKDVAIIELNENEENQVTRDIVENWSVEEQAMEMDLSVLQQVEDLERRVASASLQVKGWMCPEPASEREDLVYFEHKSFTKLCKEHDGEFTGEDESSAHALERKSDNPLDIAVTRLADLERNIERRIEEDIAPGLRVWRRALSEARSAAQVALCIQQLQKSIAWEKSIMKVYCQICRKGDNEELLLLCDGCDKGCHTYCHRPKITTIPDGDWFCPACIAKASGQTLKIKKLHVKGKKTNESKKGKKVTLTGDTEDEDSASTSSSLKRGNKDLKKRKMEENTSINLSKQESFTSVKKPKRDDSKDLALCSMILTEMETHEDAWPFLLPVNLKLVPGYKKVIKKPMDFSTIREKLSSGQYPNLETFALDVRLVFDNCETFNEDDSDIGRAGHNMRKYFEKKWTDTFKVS
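AlphaScreen displacement of biotin-H3(5-23)K14Ac peptide (50 nM final) from BAZ2B (50 nM final) in PBS pH 7.4, 0.01% Tween-20; complex preformed 30 min RT, then compounds (top 110 uM) 30 min RT, beads 20 min dark.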
BLM inh: qHTS Assay for Inhibitors of Bloom's syndrome helicase (BLM) | Potency, µM (top dose mostly 56.1 µM), without a hit: at the highest dose activity change, negative = inhibition, actives largely listed as inhibitors | 350,000 compounds, 0.2% hits | recombinant BLM DNA unwinding, fluorescence dequenching;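 further: plate controls were vehicle for no effect and no enzyme for full effect; nearly all actives have a fitted effect of over 35% in size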
POLB inh: qHTS Assay for Inhibitors of DNA Polymerase Beta. AID 485314, 2010. Pol beta primer extension/strand displacement, fluorescence kinetic. Potency, µM (series often up to 114 µM), without a hit: at the highest dose activity change, negative = inhibition, actives largely listed as inhibitors. 340,000 compounds, 1.3% hits; further: on the % scale 0 is the no-effect control and ±100 the full control effect
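Kinetic readout of DNA synthesis with strand displacement by Pol beta. Compound and 10 nM enzyme sit 15 min at room temperature; 50 nM substrate starts the reaction, read immediately and at 10 min.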
G9a inh: qHTS Assay for Inhibitors of Histone Lysine Methyltransferase G9a; Histone-lysine N-methyltransferase EHMT2 (Homo sapiens), Q96KQ7; G9a H3K9 monomethylation, AlphaScreen, 2 h; Potency, µM (top dose mostly 102 µM), for the others: at the highest dose activity, negative = inhibition, most hits filed as inhibitors; 350,000 compounds, 8.8% hits; AID 504332, 2011; further: on the % scale 0 is the no-effect control and ±100 the full control effect; nearly all actives have a fitted effect of over 75% in size
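G9a (20 nM) preincubated 15 min RT with compounds, then 500 nM biotinylated H3K9 peptide and 20 uM SAM added; 2 h RT reaction. Monomethyl-H3K9 product detected by AlphaScreen with anti-H3K9me1 antibody, streptavidin donor and anti-rabbit IgG acceptor beads.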
JMJD2A Tudor inh: qHTS Assay for Inhibitors of JMJD2A-Tudor Domain; AlphaScreen JMJD2A-Tudor / H3K4me3 peptide binding; AID 504339, 2011; Potency, µM (doses to about 114 µM), without a hit: at the top dose activity change, negative = inhibition, actives largely listed as inhibitors; Lysine-specific demethylase 4A (Homo sapiens), O75164; 390,000 compounds, 4.4% hits; further: on the % scale 0 is the no-effect control and ±100 the full control effect; nearly all actives have a fitted effect of over 50% in size
Pol kappa inh: qHTS for Inhibitors of Polymerase Kappa | DNA polymerase kappa (Homo sapiens), Q9UBT6 | purified Pol kappa, fluorescent DNA synthesis assay, 10 min | Potency, µM (highest dose often 107 µM), for the others: at the top dose activity, negative = inhibition, actives largely listed as inhibitors | 400,000 compounds, 0.53% hits; further: on the % scale 0 is the no-effect control and ±100 the full control effect
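50 nM final substrate added after 15 min RT preincubation of 10 nM Pol kappa with compound; fluorescence read at 0 and 10 min.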
POLI inh: qHTS for Inhibitors of Polymerase Iota. DNA polymerase iota (Homo sapiens), Q9UNA4. Pol iota fluorescent replication assay, 10 min. Potency, µM (titrated, usually from 115 µM), without a hit: at the top dose activity, negative = inhibition, actives largely listed as inhibitors. 390,000 compounds, 1% hits. AID 588590, 2011
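Pol iota at 10 nM preincubated 15 min with compounds at room temperature; reaction started with fluorescent substrate, 50 nM final. Fluorescence read kinetically at 0 and 10 min; buffer-only wells as negative control.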
* = called active by the depositor; [ ] = remark or other dose. The call rests on the fitted dose curve; in most records, active means well fitted curve in the direction sought with a large enough effect; inconclusive means small, poorly fitted or top-dose-only effect, or another doubt; inactive means no such curve, though single readings can be large; an effect the other way counts as inactive or inconclusive. Potency means the concentration at half of the fitted maximal effect.

How did CC(=O)c1cccc(NC(=O)c2noc3c2CC(C)CC3)c1 (configuration not stated) do in these assays?
POLH inh: -19%; BAZ2B block: 0%; BLM inh: -9%; POLB inh: 4%; G9a inh: -3%[59 µM]; JMJD2A Tudor inh: -9%; Pol kappa inh: -11%[60.1 µM]; POLI inh: 9%

How did O=C(N=C1SC2CS(=O)(=O)CC2N1c1cccc(Cl)c1Cl)C1CC1 (configuration not stated) do in these assays?
POLH inh: -2%; APE1 inh: -2%; BAZ2B block: -1%; BLM inh: 1%; POLB inh: 23%; G9a inh: 7%; JMJD2A Tudor inh: -9%; Pol kappa inh: 3%; POLI inh: 17%

Results for COc1ccc(CCNC(=O)C(Sc2ccccn2)c2ccccc2)cc1OC (configuration not stated) ?
POLH inh: -3%; APE1 inh: 13%; BAZ2B block: -5%; BLM inh: 0%; POLB inh: 1%; JMJD2A Tudor inh: -16%; Pol kappa inh: -9%; POLI inh: 72%[activator]

How did CN(c1ccccc1)S(=O)(=O)c1ccc(C(=O)N2CCN(c3ccccc3Cl)CC2)cc1 do in these assays?
POLH inh: -23%; APE1 inh: 2%; JMJD2A Tudor inh: -7%; Pol kappa inh: -2%; POLI inh: 18%

What do the screens show for `Nc1nc(-c2ccco2)nn1S(=O)(=O)c1ccccc1`?
POLH inh: -23%; APE1 inh: 0%; BAZ2B block: -18%; BLM inh: -4%; POLB inh: -1%; G9a inh: -9%; JMJD2A Tudor inh: 8%; Pol kappa inh: 1%; POLI inh: 87%[activator]

What do the screens show for `COc1ccc(CCNC(=O)c2ccccc2OCc2ccccc2)cc1`?
POLH inh: -22%; APE1 inh: -20%; BAZ2B block: 5%; BLM inh: -11%; POLB inh: -22%; G9a inh: 44%; JMJD2A Tudor inh: 30%; Pol kappa inh: -20%; POLI inh: 17%

What do the screens show for `COc1cccc(Cn2nnc(C(=O)NCc3ccc4c(c3)OCO4)c2N)c1`?
POLH inh: -11%; APE1 inh: -6%; BAZ2B block: -23%; BLM inh: -14%; POLB inh: 2%; G9a inh: 3%; JMJD2A Tudor inh: -27%; Pol kappa inh: -7%; POLI inh: 41%[activator]

How did CC(=O)NCCC(Cc1ccccc1)c1ccco1 (configuration not stated) do in these assays?
POLH inh: -6%; APE1 inh: 2%; BAZ2B block: 8%; BLM inh: 4%; POLB inh: 83%; G9a inh: inconclusive; JMJD2A Tudor inh: -30%; Pol kappa inh: -13%; POLI inh: -9%

How did Cc1ccc(Cl)cc1N1CCN(C(=O)C2CCN(S(=O)(=O)c3cccc4nonc34)CC2)CC1 do in these assays?
POLH inh: -4%; BAZ2B block: -19%; BLM inh: -9%; POLB inh: -5%; G9a inh: inconclusive; JMJD2A Tudor inh: -23%; Pol kappa inh: -22%; POLI inh: -22%

What do the screens show for `Cc1ccc(NC(=O)CCN2C(=O)NC3(CCCC3)C2=O)cc1S(=O)(=O)N1CCOCC1`?
POLH inh: -13%; APE1 inh: 2%; BAZ2B block: 14%; G9a inh: 21%[2.33 µM]; JMJD2A Tudor inh: -24%; Pol kappa inh: -8%; POLI inh: -1%

Results for COc1ccc(-c2nsc3c(N4CCCCC4C)ncnc23)cc1 (configuration not stated) ?
POLH inh: -16%; APE1 inh: -3%; BAZ2B block: 65%[activator]; BLM inh: -26%; POLB inh: -27%; JMJD2A Tudor inh: 99%[activator]; Pol kappa inh: 9%; POLI inh: 5%

Results for CCC(C)NC(=O)CSc1ccc(S(=O)(=O)N2CCN(Cc3ccccc3)CC2)cn1 (configuration not stated) ?
POLH inh: -2%; APE1 inh: 38%[activator]; BAZ2B block: -3%; G9a inh: -40%[59 µM]; JMJD2A Tudor inh: -20%; Pol kappa inh: -8%; POLI inh: -4%

How did CCOc1cc(CNc2ccc(N3CCCC3)cc2)cc(Cl)c1OC do in these assays?
POLH inh: -8%; APE1 inh: -1%; BAZ2B block: 13µM*; BLM inh: -12%; POLB inh: 25%; G9a inh: 10µM*; JMJD2A Tudor inh: 11µM*; Pol kappa inh: -11%; POLI inh: inconclusive

What do the screens show for `N#C/C(=C\c1cccc([N+](=O)[O-])c1)C(=O)Nc1cccnc1`?
POLH inh: -10%; APE1 inh: 8%; BAZ2B block: -3%; BLM inh: -5%; POLB inh: 4%; G9a inh: 26%[59 µM]; JMJD2A Tudor inh: 7%; Pol kappa inh: -12%; POLI inh: 62%[activator]

How did COc1c(C)cc(C(=O)C2CCCN(C(=O)/C=C/c3ccccn3)C2)cc1C (configuration not stated) do in these assays?
POLH inh: 4%; APE1 inh: -3%; BAZ2B block: 0%; BLM inh: -3%; POLB inh: 11%; G9a inh: 9%; JMJD2A Tudor inh: -13%; Pol kappa inh: -4%; POLI inh: 26%

How did Cc1cccc(OCc2nc(C#N)c(N3CCCC3)o2)c1 do in these assays?
POLH inh: -20%; APE1 inh: 17%; BAZ2B block: 40µM*; BLM inh: -8%; POLB inh: 15%; JMJD2A Tudor inh: -35%; Pol kappa inh: -7%; POLI inh: -13%[58.9 µM]

Results for CCC(=O)N1CCc2cc(S(=O)(=O)NCCC(=O)Nc3ccc(CC)cc3)ccc21 ?
POLH inh: -16%; BLM inh: -4%; POLB inh: 27%; G9a inh: -33%[59 µM]; JMJD2A Tudor inh: -12%; Pol kappa inh: -10%; POLI inh: 3%

What do the screens show for `COc1ccc(-c2[nH]ncc2CN2C[C@@H]3CCC[C@H]2C3)c(F)c1`?
POLH inh: -20%; APE1 inh: -1%; BAZ2B block: -3%; BLM inh: 1%; POLB inh: 8%; G9a inh: 3%; JMJD2A Tudor inh: -13%; Pol kappa inh: 0%; POLI inh: 78%[activator]

Results for CC(=O)c1cc2c(cc1NC(=O)CN1CCN(c3ccc(F)cc3)CC1)OCO2 ?
POLH inh: 0%; APE1 inh: 0%; BAZ2B block: -8%; BLM inh: -4%; POLB inh: 5%; G9a inh: -11%[59 µM]; JMJD2A Tudor inh: -9%; Pol kappa inh: -9%; POLI inh: inconclusive

What do the screens show for `Cn1cc(CN2CCN(Cc3cccnc3)CC2)c(-c2ccc3c(c2)OCCO3)n1`?
POLH inh: -5%; APE1 inh: 2%; BAZ2B block: -14%; BLM inh: -1%; POLB inh: inconclusive; G9a inh: 3%; JMJD2A Tudor inh: -21%; Pol kappa inh: -12%; POLI inh: 10%

Results for O=C1CN(C(=O)c2ccc(S(=O)(=O)N3CCCC3)cc2)C(c2ccc(F)cc2)c2cc(F)ccc2N1 (configuration not stated) ?
POLH inh: -13%; BAZ2B block: -5%; BLM inh: -3%; POLB inh: 36%[activator]; G9a inh: 4%[59 µM]; JMJD2A Tudor inh: -16%; Pol kappa inh: -14%; POLI inh: 13%

What do the screens show for `Cc1ccc(-n2nnnc2SCc2nnc(-c3ccccc3Br)o2)c(C)c1`?
POLH inh: 1%; APE1 inh: -3%; BAZ2B block: 0%; BLM inh: -7%; POLB inh: -21%; G9a inh: -6%[59 µM]; JMJD2A Tudor inh: -5%; Pol kappa inh: -8%; POLI inh: -2%

What do the screens show for `COc1ccc2[nH]c(=O)c(CN(c3ccccc3)S(=O)(=O)c3ccccc3)cc2c1`?
POLH inh: -13%; APE1 inh: -8%; BAZ2B block: -15%; BLM inh: -3%; POLB inh: -21%; G9a inh: 12%; JMJD2A Tudor inh: -8%; Pol kappa inh: -24%; POLI inh: -16%

Results for Fc1ccc(Nc2nc(-c3ccoc3)nc3ccccc23)cc1 ?
APE1 inh: -2%; BLM inh: -2%; G9a inh: 12%[0.501 µM]; Pol kappa inh: -20%[60.1 µM]

Next part; it opens with the three that closed the last part.
What do the screens show for `Cc1ccc(-n2nnnc2SCc2nnc(-c3ccccc3Br)o2)c(C)c1`?
POLH inh: 1%; APE1 inh: -3%; BAZ2B block: 0%; BLM inh: -7%; POLB inh: -21%; G9a inh: -6%[59 µM]; JMJD2A Tudor inh: -5%; Pol kappa inh: -8%; POLI inh: -2%

What do the screens show for `COc1ccc2[nH]c(=O)c(CN(c3ccccc3)S(=O)(=O)c3ccccc3)cc2c1`?
POLH inh: -13%; APE1 inh: -8%; BAZ2B block: -15%; BLM inh: -3%; POLB inh: -21%; G9a inh: 12%; JMJD2A Tudor inh: -8%; Pol kappa inh: -24%; POLI inh: -16%

Results for Fc1ccc(Nc2nc(-c3ccoc3)nc3ccccc23)cc1 ?
APE1 inh: -2%; BLM inh: -2%; G9a inh: 12%[0.501 µM]; Pol kappa inh: -20%[60.1 µM]

How did CCOc1ccc(C(=O)Nc2ccncc2)cc1 do in these assays?
POLH inh: 0%; APE1 inh: -2%; BAZ2B block: -28%; BLM inh: -2%; POLB inh: 2%; G9a inh: inconclusive; JMJD2A Tudor inh: -8%; Pol kappa inh: -15%; POLI inh: -6%

How did CCOCCCNC(=O)c1ccc(Br)cc1 do in these assays?
POLH inh: -6%; APE1 inh: -3%; BAZ2B block: 2%; BLM inh: 3%; POLB inh: 32%; G9a inh: -2%[59 µM]; JMJD2A Tudor inh: 15%; Pol kappa inh: 9%; POLI inh: 0%

What do the screens show for `CC(=O)CCc1oc2ccc(C)cc2c1-c1ccccc1`?
POLH inh: -22%; APE1 inh: -3%; BAZ2B block: -23%; BLM inh: -10%; POLB inh: 15%; G9a inh: 326%[activator]; JMJD2A Tudor inh: 92%[activator]; Pol kappa inh: -5%; POLI inh: 153%[activator]

What do the screens show for `O=C(CCNC(=O)c1ccccc1)N=Nc1c(O)[nH]c2ccccc12`?
APE1 inh: -1%; BAZ2B block: -15%; BLM inh: 3%; POLB inh: 48%[activator]; G9a inh: 6%

Some of the compounds tested; the hit share may differ from the screen's.
